Assay outcomes (PubChem BioAssay)
CSM14.1 death rescue – rescue of cells from ER stress-induced death, primary screen, 384-well, CSM14.1, thapsigargin, ATP luminescence (AID 1222); 190,000 tested, under 10 active; cellular ATP content (survival), % at 20 µM, or EC50 in µM where a hit was titrated; CSM14.1 thapsigargin-induced death rescue, ATP luminescence; higher % means a stronger effect;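 active = EC50 below 50 µM in the dose-response confirmation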;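 note: death triggered by thapsigargin at about 15 µM added after 2 h compound pretreatment; cell ATP read after overnight thapsigargin exposure of roughly 18 to 22 hours; normalized against plate controls of thapsigargin alone and 5% DMSO vehicle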
TNAP activation fold – stimulation of alkaline phosphatase TNAP activity – biochemical, luminescent, no phosphate acceptor, uHTS, primary screen (AID 1001); purified TNAP, luminescent activation assay, no phosphate acceptor; higher activation fold means a stronger effect; one-dose activation fold at 20 µM; EC50 in µM for titrated hits; hit rate 0.03% among 200,000; in the data active = activation fold from about 3, or a potency from the dose series; inactive = the rest, 99 in 100 with activation fold below about 1.6; note: many of its hits are not listed in these tables
LYP inhibition – inhibitors of LYP phosphatase, biochemical, fluorescence intensity, uHTS (AID 1779) | hit rate 0.054% among 290,000 | one-dose inhibition, % at 11.5 µM; IC50 in µM for titrated hits | recombinant LYP phosphatase, fluorescence intensity; higher % means a stronger effect;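 note: plate controls were vehicle with enzyme for no effect and no enzyme for full effect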
human PMI inhibition – MPI enzyme activity inhibition – biochemical, fluorescence intensity, coupled assay, primary screen (AID 1209); purified PMI enzyme, coupled fluorescence intensity; higher % means a stronger effect; inhibition, % at 20 µM, or IC50 in µM where a hit was titrated; hit rate 0.42% among 190,000;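 note: plate controls were DMSO vehicle for no effect and wells lacking substrate for full effect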
P. falciparum M1AAP – P. falciparum M1AAP inhibitors, biochemical, fluorogenic H-Leu-NHMec substrate, 1536-well (AID 1445); hit rate 0.42% among 220,000; recombinant M1AAP, H-Leu-NHMec fluorogenic kinetic assay; higher % means a stronger effect; inhibition, % at 30 µM; hits with a dose series show IC50 in µM;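 active = primary inhibition above the hit cutoff, then over 50% inhibition at one or more dose response concentrations, cut at about 23% in these data, passing the limit was not always enough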;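 note: plate controls were DMSO full reaction for no effect and no enzyme background for full effect; strong numbers were not always called active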
P. falciparum M17LAP – P. falciparum M17LAP inhibitors, primary screen, biochemical, fluorogenic H-Leu-NHMec substrate, 1536-well (AID 1619) | hit rate 0.38% among 220,000 | recombinant M17LAP, H-Leu-NHMec fluorogenic kinetic assay; higher % means a stronger effect | inhibition, % at 30 µM; hits with a dose series show IC50 in µM;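 active = compound inhibiting the enzyme by more than half at any dose during confirmatory dose-response retesting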;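 note: plate controls were full reaction with DMSO carrier for no effect and no enzyme background for full effect; strong numbers were not always called active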
Myeloid diff 2 – promotes myeloid progenitor differentiation; hit rate 1% among 360,000; AID 624256; calls only at 10 µM; ER-HoxA9 myeloid progenitors, lysozyme-GFP differentiation, flow cytometry;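 active = normalized GFP-positive differentiation at or above the plate's own cutoff, the solvent-only control mean plus 3 SD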;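 note: cells exposed to compound for four days before flow analysis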
human PMI inhibitors – human PMI inhibitors, high substrate, primary screen, biochemical, fluorescence intensity, high mannose 6-phosphate (AID 1220) | recombinant PMI enzyme, coupled fluorescence intensity; higher % means a stronger effect | inhibition, % at 20 µM; hits with a dose series show IC50 in µM | hit rate 0.66% among 190,000
XIAP antagonists – small molecules displacing peptide from XIAP – biochemical, IAP family, fluorescence polarization (AID 1018); XIAP BIR domain, fluorescence polarization peptide displacement; higher % means a stronger effect; displacement, % at 20 µM, or IC50 in µM where a hit was titrated; hit rate 0.007% among 200,000; in the data active = displacement above about 50%; note: a part of the inactive calls stands beside numbers as strong as those of hits
Myeloid diff 2 GFP+ MAC1+ % – further read-out of Myeloid diff 2, marked with its call; GFP+ MAC1+ double positive, %; measured here: differentiation confirmed by MAC1 staining
The depositor's hits bear a star; i = inactive; nt = not tested or not shown; + = active, no number. Cut-off read from the data, not from the text of the source, unless noted: active = inhibition above about 50%; inactive = the rest. Random draw from the library (roughly 2.7% active in at least one column).

#	Molecule	P. falciparum M17LAP	P. falciparum M1AAP	XIAP antagonists	human PMI inhibition	CSM14.1 death rescue
1	CC(=O)Nc1ccc2nc(-c3ccccn3)[nH]c2c1	-21%	94µM*	-0.5%	16%	-1.2%
2	O=C(NCc1ccco1)C1CCCN(S(=O)(=O)c2cnc[nH]2)C1 (stereo not drawn)	-2%	1%	-3.5%	-1%	-0.8%
3	CC1C(=O)NN=C1C(=O)N/N=C\C(Br)=C\c1ccccc1 (stereo not drawn)	46%	15%	-5.0%	-15%	-2.6%
4	COCc1nc(-c2ccc(-c3ccc(OC)cc3)nc2OC)no1	-25%	13%	0.3%	19%	nt
5	CC(C)C(NC(=O)OCc1ccccc1)C(=O)NCC(=O)OC(C)(C)C (stereo not drawn)	5%	-4%	-2.3%	7%	-1.8%
6	Cc1ccccc1NC(=O)N1c2ccccc2CC1C (stereo not drawn)	30%	13%	-5.5%	9%	-0.2%
7	COc1cccc(N2C(=O)CC(N3CCc4ccccc43)C2=O)c1 (stereo not drawn)	8%	2%	-2.6%	17%	-2.1%
8	O=C(CCC(=O)c1cccs1)OCc1nc2ccccc2s1	17%	2%	-2.4%	-2%	-0.8%
9	CN(C(=O)CSc1nnnn1-c1ccccc1)C1CCS(=O)(=O)C1 (stereo not drawn)	-3%	6%	-6.9%	-4%	-0.5%
10	COc1ccc(CNc2ncnc3cc(OC)c(OC)cc23)cc1OC	4%	-3%	-0.3%	-5%	0.3%

#	Myeloid diff 2 GFP+ MAC1+ %	human PMI inhibitors	Myeloid diff 2	TNAP activation fold	LYP inhibition
1	0.4	28%	i	1.1	-2%
2	1.6	2%	i	1.2	-3%
3	0.5*	-8%	+	1.6	0%
4	1.5	18%	i	1	-17%
5	0.5	3%	i	1.1	-14%
6	0.1	6%	i	1.1	-2%
7	0.9	19%	i	1	0%
8	0.4	4%	i	1	1%
9	0.0	-1%	i	1.1	-5%
10	0.3	4%	i	1.1	-10%

Further results follow:
#	Molecule	P. falciparum M17LAP	P. falciparum M1AAP	XIAP antagonists	human PMI inhibition	CSM14.1 death rescue
11	O=Cc1ccccc1OCc1nnsc1Cl	3%	13%	-3.8%	-3%	-0.4%
12	O=C(c1n[nH]c2ccccc12)N1CCN(S(=O)(=O)c2ccc3ccccc3c2)CC1	-12%	-23%	-3.1%	-5%	1.3%
13	CCCN(Cc1ccccc1)C(=S)Nc1ccc(SC(F)F)cc1	6%	0%	-3.0%	10%	-1.1%
14	CCOC(=O)c1c[nH]n(-c2ccccc2)c1=O	9%	0%	3.4%	-20%	-1.5%
15	Cc1ccc(-n2nc3c(c2NC(=O)/C=C\c2ccc4c(c2)OCO4)CSC3)c(C)c1	4%	4%	2.0%	6%	-2.7%
16	Cc1ccc(S(=O)(=O)N(CC(=O)NC2CCCC2)c2cccc(C)c2)cc1	9%	3%	-3.2%	-5%	-0.4%
17	c1ccc(Cn2cnc3ccccc32)cc1	7%	-3%	-1.6%	-3%	1.0%
18	S=c1[nH]nc(-c2ccc3ncccc3c2)n1-c1ccc2c(c1)OCCO2	-1%	0%	-9.8%	-10%	nt
19	OCCCc1n[nH]c(=S)n1-c1ccccc1	-6%	-5%	-7.4%	2%	3.0%
20	COc1ccccc1S(=O)(=O)n1cc(Cc2ccccc2)c(N)n1	-8%	7%	-9.5%	6%	1.3%

#	Myeloid diff 2 GFP+ MAC1+ %	human PMI inhibitors	Myeloid diff 2	TNAP activation fold	LYP inhibition
11	0.6	0%	i	1.1	1%
12	0.6	-22%	i	1	-4%
13	0.6	5%	i	1.1	0%
14	0.6	-2%	i	1.1	-2%
15	4.4	8%	i	1	4%
16	0.8	5%	i	1.1	2%
17	1.9	7%	i	1.2	-3%
18	0.3	-6%	i	1.1	4%
19	0.5	3%	i	1	-9%
20	17	11%	i	1	-4%

Remaining list, next part:
#	Molecule	P. falciparum M17LAP	P. falciparum M1AAP	XIAP antagonists	human PMI inhibition	CSM14.1 death rescue
21	CCOC(=O)C1=C(C)N(c2ccc(OC)cc2)C(=O)/C1=C\c1cccs1	19%	-9%	-1.3%	-2%	0.9%
22	Cc1ncc(CN2CCN(Cc3ccccc3)C(CCO)C2)s1 (stereo not drawn)	5%	2%	-1.3%	11%	0.1%
23	CN(C(=O)c1ccc(Cl)cc1)C1=CCCCC1CCC#N (stereo not drawn)	1%	4%	-2.0%	-4%	-0.9%
24	COc1cccc(Cc2n[nH]c(=S)n2Cc2ccco2)c1	0%	-3%	nt	nt	nt
25	COc1cccc(OCCCN2CCN(S(=O)(=O)c3ccc(NC(C)=O)cc3)CC2)c1	-1%	-8%	-2.2%	-5%	1.0%
26	Cc1ccc(-n2ncc3c(NCCCN4CCOCC4)ncnc32)c(C)c1	-9%	0%	0.3%	7%	0.4%
27	CC12CNCC(C)(CN(C3(O)C(=O)Nc4ccc(Br)cc43)C1)C2=O (stereo not drawn)	24%	-7%	-8.4%	4%	-3.0%
28	COc1ccc(NC(=O)CC2S/C(=N\c3nccs3)N(C)C2=O)cc1 (stereo not drawn)	3%	2%	-5.4%	13%	0.2%
29	COCCNC(=O)C(=O)NCCN1CCNCC1	2%	3%	-3.5%	0%	-0.7%
30	Cc1ccc(C)c(Oc2ncnc(N)c2[N+](=O)[O-])c1	18%	0%	-0.6%	-1%	-2.3%

#	Myeloid diff 2 GFP+ MAC1+ %	human PMI inhibitors	Myeloid diff 2	TNAP activation fold	LYP inhibition
21	0.2	4%	i	0.9	5%
22	34*	6%	+	1.1	-4%
23	0.8	-6%	i	1	-7%
24	0.2	nt	i	nt	-5%
25	0.7	-5%	i	1.1	-12%
26	5.2	6%	i	1.2	-3%
27	0.9	23%	i	1	-8%
28	0.5	12%	i	1.1	-3%
29	0.7	-1%	i	1.3	-2%
30	0.9	-6%	i	1.1	-4%

Next part.
#	Molecule	P. falciparum M17LAP	P. falciparum M1AAP	XIAP antagonists	human PMI inhibition	CSM14.1 death rescue
31	CCN(CC(=O)Nc1ccc2c(c1)OCCO2)C(=O)C1CCCCC1	30%	1%	-6.0%	-2%	-2.5%
32	CCOC(=O)/C=C/C(=O)OCC(=O)NCc1ccccc1	7%	7%	-1.8%	2%	0.8%
33	Cc1ccc(S(=O)(=O)N(C)CC(=O)NC2CCCC2)cc1	2%	0%	0.1%	9%	nt
34	CCCOc1ccc(C(C)=O)cc1CN1CCOCC1	3%	-1%	-1.5%	-24%	1.1%
35	C1CCN(c2c3c(nc4nnnn24)CCCC3)CC1	5%	10%	-0.9%	9%	-0.6%
36	COCCCNC(=S)N/N=C/c1cccc(OC)c1O	9%	2%	nt	nt	nt
37	Cc1ccc(C)c(NC(=S)NNC(=O)c2csc(C)c2C)c1	-15%	-18%	-0.2%	-14%	-1.8%
38	CCc1c(C(=O)OCc2ccccc2)[nH]c(C)c1C	17%	-2%	nt	nt	nt
39	Cc1ccc(C(C(=O)Nc2ccc3c(c2)OCO3)N(C)C(=O)Cc2c[nH]c3ccccc23)cc1 (stereo not drawn)	7%	0%	-0.5%	14%	-7.5%
40	CCOC(=O)C1CCN(C(c2cc(OC)c(OC)c(OC)c2)c2sc3nc(C)nn3c2O)CC1 (stereo not drawn)	-5%	1%	-5.1%	5%	-1.8%

#	Myeloid diff 2 GFP+ MAC1+ %	human PMI inhibitors	Myeloid diff 2	TNAP activation fold	LYP inhibition
31	0.5	-4%	i	1.1	-6%
32	0.1	-12%	i	1.1	0%
33	0.7	10%	i	1.1	37%
34	0.6	-23%	i	1	-12%
35	0.9	3%	i	1.1	1%
36	0.3	nt	i	nt	-1%
37	0.9	-5%	i	2.1	-1%
38	0.2	nt	i	nt	-3%
39	0.9	8%	i	1.1	7%
40	1.9	4%	i	1	0%

More records:
#	Molecule	P. falciparum M17LAP	P. falciparum M1AAP	XIAP antagonists	human PMI inhibition	CSM14.1 death rescue
41	Cc1ccc(CNC(=O)C2CC3Cn4c(nc5cc(Cl)c(Cl)cc54)C3N2C)o1 (stereo not drawn)	8%	18%	nt	nt	nt
42	CCOC(=O)c1c(C)c(C(=O)N(C)C2CCCCC2)c(C)n1C	11%	0%	-5.6%	3%	7.8%
43	CCCCCCNc1nc(NCc2ccco2)nc(OCC)n1	2%	1%	-24%	-5%	1.5%
44	CC1CC(C)CN(c2oc(-c3ccccc3Cl)nc2C#N)C1 (stereo not drawn)	-8%	0%	-2.4%	-1%	-1.5%
45	COc1ccc(OCCNC(=O)c2ccccc2OCC(=O)N2CCCCC2)cc1	4%	-3%	-1.4%	-6%	-0.5%

#	Myeloid diff 2 GFP+ MAC1+ %	human PMI inhibitors	Myeloid diff 2	TNAP activation fold	LYP inhibition
41	2.9	nt	i	nt	-5%
42	0.8	-3%	i	1.1	-10%
43	0.3	-11%	i	1	5%
44	0.8	-5%	i	1.1	2%
45	11	-3%	i	1.1	-2%

Compounds above that have a halogen, in the order listed:
#	Molecule	P. falciparum M17LAP	P. falciparum M1AAP	XIAP antagonists	human PMI inhibition	CSM14.1 death rescue
3	CC1C(=O)NN=C1C(=O)N/N=C\C(Br)=C\c1ccccc1 (stereo not drawn)	46%	15%	-5.0%	-15%	-2.6%
11	O=Cc1ccccc1OCc1nnsc1Cl	3%	13%	-3.8%	-3%	-0.4%
13	CCCN(Cc1ccccc1)C(=S)Nc1ccc(SC(F)F)cc1	6%	0%	-3.0%	10%	-1.1%
23	CN(C(=O)c1ccc(Cl)cc1)C1=CCCCC1CCC#N (stereo not drawn)	1%	4%	-2.0%	-4%	-0.9%
27	CC12CNCC(C)(CN(C3(O)C(=O)Nc4ccc(Br)cc43)C1)C2=O (stereo not drawn)	24%	-7%	-8.4%	4%	-3.0%
41	Cc1ccc(CNC(=O)C2CC3Cn4c(nc5cc(Cl)c(Cl)cc54)C3N2C)o1 (stereo not drawn)	8%	18%	nt	nt	nt
44	CC1CC(C)CN(c2oc(-c3ccccc3Cl)nc2C#N)C1 (stereo not drawn)	-8%	0%	-2.4%	-1%	-1.5%

#	Myeloid diff 2 GFP+ MAC1+ %	human PMI inhibitors	Myeloid diff 2	TNAP activation fold	LYP inhibition
3	0.5*	-8%	+	1.6	0%
11	0.6	0%	i	1.1	1%
13	0.6	5%	i	1.1	0%
23	0.8	-6%	i	1	-7%
27	0.9	23%	i	1	-8%
41	2.9	nt	i	nt	-5%
44	0.8	-5%	i	1.1	2%
